# Luc counter: counter-screen: inhibitors of Kinase-Glo firefly luciferase; Kinase-Glo luciferase, ATP luminescence, 8 min; AID 1379; Potency, µM (titrated, usually from 38.3 µM), for inactives: top-dose activity change, negative = inhibition, actives largely listed as inhibitors; hit rate 0.28% among 200,000; Q27757; also: % is scaled to controls: 0 for no effect and ±100 for the full control effect; nearly all actives have a fitted effect of over 60% in size
#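 Recombinant Kinase-Glo luciferase, 10 uM ATP (linear range), luciferin; imidazole pH 7.2 / KCl / MgCl2 / Tween / BSA buffer; 8 min RT; luminescence.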
# SMN2 splice enh: increases expression of the SMN2 splice variant; HEK293 SMN2-luciferase splicing reporter, luminescence, 30-36 h; Potency, µM (top dose mostly 46.1 µM), for inactives: at the highest dose activity change, positive = activation, hits mostly activators; hit rate 2.8% among 210,000; also: % of control where 0% means no effect; nearly all actives have a fitted effect of over 55% in size
#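 qHTS luciferase splicing reporter: luminescence rises when SMN2 exon 7 is included in transfected HEK293 cells. Compound exposure lasted 30-36 h at 37C, with 4.5 mM final sodium butyrate as control, followed by a ONE-Glo read.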
# ALDH1A1 block: ALDH1A1 (human) enzyme inhibition; AID 1030; Potency, µM (titrated, usually from 75.3 µM), without a hit: at the highest dose activity, negative = inhibition, usual class: inhibitors; Purified ALDH1A1, NADH fluorescence, propionaldehyde substrate; hit rate 7.3% among 220,000; active = well fitted inhibition curve with a large enough effect, not every such curve was filed as active; inconclusive = small, poorly fitted or top-dose-only effect, or another doubt; inactive = no such curve, though single readings can be large or run the other way;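 also: plate controls were no enzyme wells and a reference inhibitor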
# Lamin A splicing: LMNA splicing modulation. HeLa LMNA splicing GFP/RFP minigene ratio, 48 h. Potency, µM (titrated, usually from 46.1 µM), for the others: top-dose ratio change, negative = inhibition, usual class: inhibitors. hit rate 0.01% among 200,000; active = well fitted inhibition curve with a large enough effect in the signal ratio, with a control signal flat, not every such curve was filed as active; inconclusive = small, poorly fitted or top-dose-only effect, or effect the other way, or a change in a side signal; the % refers to the signal ratio; also: % is scaled to controls: 0 for no effect and ±100 for the full control effect
#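 S3 HeLa stable clones carrying a lamin A-EGFP splicing minigene plus DsRed2 were seeded at 600 cells/well in Opti-MEM with 2% FBS, pin-dosed and incubated 48 h at 37°C. Acumen cytometry (488 nm) gave the GFP/RFP total-intensity ratio.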
# L3MBTL1 block: inhibitors of human L3MBTL1; Q9Y468; Potency, µM (series often up to 57.1 µM), inactives show at the top dose activity, negative = inhibition, actives largely listed as inhibitors; hit rate 0.66% among 230,000; AlphaScreen L3MBTL1–H3K9me1 peptide binding; also: % is scaled to controls: 0 for no effect and ±100 for the full control effect; nearly all actives have a fitted effect of over 60% in size
# Target sequence (Q9Y468 whole entry, looked up): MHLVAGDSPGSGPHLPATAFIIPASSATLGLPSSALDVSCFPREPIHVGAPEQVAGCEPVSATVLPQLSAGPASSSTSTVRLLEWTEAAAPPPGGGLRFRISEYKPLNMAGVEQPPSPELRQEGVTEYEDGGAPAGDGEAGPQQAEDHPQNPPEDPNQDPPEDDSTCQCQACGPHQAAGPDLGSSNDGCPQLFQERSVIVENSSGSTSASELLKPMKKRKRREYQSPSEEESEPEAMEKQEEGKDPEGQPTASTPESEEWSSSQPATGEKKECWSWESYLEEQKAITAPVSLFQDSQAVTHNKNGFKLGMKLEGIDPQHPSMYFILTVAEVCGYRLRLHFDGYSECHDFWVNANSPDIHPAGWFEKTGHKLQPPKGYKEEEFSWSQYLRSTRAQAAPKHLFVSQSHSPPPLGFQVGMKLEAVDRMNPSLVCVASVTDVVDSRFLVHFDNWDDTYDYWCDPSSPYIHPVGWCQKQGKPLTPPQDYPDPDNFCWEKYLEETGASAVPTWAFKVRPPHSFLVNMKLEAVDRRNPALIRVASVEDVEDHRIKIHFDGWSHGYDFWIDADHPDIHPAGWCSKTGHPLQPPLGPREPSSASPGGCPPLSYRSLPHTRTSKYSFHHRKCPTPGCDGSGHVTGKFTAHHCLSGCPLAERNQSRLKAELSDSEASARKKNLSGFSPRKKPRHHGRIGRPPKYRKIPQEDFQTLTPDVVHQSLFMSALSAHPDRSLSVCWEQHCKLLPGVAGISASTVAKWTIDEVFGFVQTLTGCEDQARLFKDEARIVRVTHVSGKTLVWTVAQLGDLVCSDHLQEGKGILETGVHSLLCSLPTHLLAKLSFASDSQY
#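 AlphaScreen assay: L3MBTL1 (50 nM final) was preincubated 30 min at room temperature with biotinylated H3(1-15)K9me1 peptide (75 nM final), then 30 min with library compounds; streptavidin donor and nickel chelate acceptor beads (10 ug/mL final) added, 30 min dark.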
# Tau ThT inhib: tau fibrillization inhibition (ThT binding). P10636. recombinant tau K18 P301L (four-repeat tau fragment), heparin-induced fibrillization, ThT fluorescence. Potency, µM (highest dose often 57.4 µM), for inactives: at the highest dose activity, negative = inhibition, actives largely listed as inhibitors. hit rate 2.1% among 270,000; also: % is scaled to controls: 0 for no effect and ±100 for the full control effect; nearly all actives have a fitted effect of over 55% in size
# Target sequence (P10636 561-689 P618L limits assumed): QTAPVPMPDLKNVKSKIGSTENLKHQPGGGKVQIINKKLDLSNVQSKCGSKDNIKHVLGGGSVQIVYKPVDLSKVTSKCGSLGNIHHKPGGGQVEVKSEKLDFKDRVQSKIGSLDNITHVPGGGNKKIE
#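 Heparin-induced fibrillization of the P301L-mutant K18 repeat-domain fragment of human tau was followed by ThT binding in quantitative high-throughput format.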
# JMJD2E inh: inhibitors of human JMJD2E histone demethylase; hit rate 1.6% among 230,000; Potency, µM (top dose mostly 57.1 µM), for the others: at the highest dose activity change, negative = inhibition, hits mostly inhibitors; B2RXH2; JMJD2E catalytic domain, FDH-coupled NADH fluorescence (FDH is formaldehyde dehydrogenase); AID 2147; active = well fitted inhibition curve with a large enough effect, not every such curve was filed as active; inconclusive = small, poorly fitted or top-dose-only effect, or another doubt; inactive = no such curve, though single readings can be large or run the other way;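 also: 0% = wells with enzyme and -100% = buffer wells without enzyme; nearly all actives have a fitted effect of over 50% in size; many of its hits are not listed in these tables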
# RECQ1 inh: RECQ1 (human) helicase inhibition; Potency, µM (top dose mostly 57.3 µM), without a hit: at the highest dose activity, negative = inhibition, actives largely listed as inhibitors; RECQ1 DNA unwinding, red fluorescence kinetic read; hit rate 0.54% among 240,000;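 also: plate controls were vehicle for no effect and no enzyme for full effect; nearly all actives have a fitted effect of over 30% in size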
#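 50 nM RECQ1T1 preincubated 15 min with compound in Tris pH 8.0 buffer with MgCl2, DTT, Tween-20 and 2.5 ug/ml poly(dI-dC); started with 200 nM TAMRA/BHQ-2 forked duplex and 2 mM ATP. Unwinding read as fluorescence (525/598 nm), two reads 2 h apart.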
# The depositor's hits bear a star; i = inactive; ? = inconclusive; . = not tested or not shown; & = joins results of further samples; [ ] = dose if it differs, or a comment. Unless noted, calls follow the shape of the dose curve; as a rule, active = well fitted curve in the direction sought with a large enough effect; inconclusive = small, poorly fitted or top-dose-only effect, or another doubt; inactive = no such curve, though single readings can be large; an effect the other way counts as inactive or inconclusive. Potency is read from the fitted curve at half-maximal effect.
SMILES,Luc counter,SMN2 splice enh,ALDH1A1 block,Lamin A splicing,L3MBTL1 block,Tau ThT inhib,JMJD2E inh,RECQ1 inh
CCOc1ccc(NC(=O)c2c(C)nn(Cc3ccccc3)c2Cl)cc1,.,.,7%,-1%,7%,-1%,4%,-1%
COc1ccc(C2C(C#N)=C(N)Oc3n[nH]c(C)c32)cc1Cn1cc([N+](=O)[O-])cn1 (centres undefined),-2%,4%,-10%,?,0%,-10%,-10%,-7%
NC(=O)CN1C2CCC1CC(NC(=O)C1CC1)C2 (centres undefined),-6%,-5%,6%,9%,3%,-7%,0%,i
C=CCC1(CN2CCCC2=O)C(=O)NC(=O)NC1=O,-3%,13%,-2%,11%,2%,-7%,7%,-4%
CCCn1c(C)cc(C=O)c1C,-3%,4%,7.1µM*,.,22%,3%,-1%,-4%
N#CC1=C(N)Oc2n[nH]c(-c3ccccc3)c2C1c1cccc(OC(=O)N2CCOCC2)c1 (centres undefined),.,.,-1%,3%,-5%,?,-13%,-15%
NC[C@H](O)c1ccc(O)cc1,0%[17.1 µM],2%[20.6 µM],-3%[20.9 µM],-18%,.,.,-24%[25.5 µM],-5%[25.9 µM]
O=C1NC(=O)C(=Cc2ccc(N3CCOCC3)o2)C(=O)N1,-5%,18%,0%,.,-8%,?,18µM*,15%
CCOP(=O)(OCC)c1nc(-c2ccc(F)cc2)oc1NCc1ccccc1,-2%,3%,?,?,-6%,-11%,?,i
CCCCn1c(O)c(C(C)=NC(C)c2ccccc2)c(=O)[nH]c1=O (centres undefined),-5%,?,-8%,0%,.,-18%,-2%,-3%
O=[N+]([O-])c1ccc(N2CCCCC2)c2ncccc12,5%,.,?,12%[46 µM],-18%,16µM*,-14%,9%
COC(=O)C(O)(c1ccc(NC(=S)NC(=O)c2ccc(Cl)cc2Cl)cc1)C(F)(F)F (centres undefined),-1%,-25%,?,?,-9%,-1%,-6%,-11%
O=c1[nH]c(=S)n(C2CC2)c(O)c1C=NCc1cccnc1,.,.,.,.,-5%,0%,-4%,-5%
Cc1cc(C)nc(NC2=NCCS2)n1,-4%,14%,5%,3%,6%,-1%,1%,i
C#CCN1C(=O)S/C(=C\c2ccc(N3CCOCC3)cc2C)C1=O,1%,22%,?,-7%[46 µM],4%,?,-1%,i
CCN1CC2C3CCC(C)(O3)C2C1 (centres undefined),.,.,1%,.,56%[activator],6%,-27%,-3%
COC(=O)C(O)(c1ccc(N(C)C)cc1)C(F)(F)F (centres undefined),2%,2%,-3%,13%[46 µM],-5%,-8%,-5%,19%
O=C(O)c1sc2cc(Cl)ccc2c1Cl,.,.,.,.,6%,7%,0%,-2%
COc1ccccc1N1C(=O)NC(=O)/C(=C/c2ccc3c(c2)Cc2ccccc2-3)C1=O,0%,16%,?,1%,6%,?,?,-9%
COCCNC(=O)c1c(N)n(Cc2ccco2)c2nc3ccccc3nc12,10%,-15%,?,12%,19%,?,?,-16%
CC(C)[C@]1(O)[C@@H](OC(=O)c2ccc[nH]2)[C@@]2(O)[C@@]3(C)C[C@]4(O)O[C@@]5([C@H](O)[C@@H](C)CC[C@]35O)[C@@]2(O)C41C,0%[39.9 µM],2%&8%,-3%&4%&3%,.,.,-11%&0%&-7%,.,14%
Cc1noc(C)c1C(=O)N1CCC2(CCCN(CC(C)C)C2)CC1,0%,-1%,9%,.,.,.,.,-3%
Cn1c(O)c(/C=C2/C=CC=N2)c(=O)[nH]c1=O,.,.,3%,.,-2%,?,-13%,-6%
C#CCOC(=O)C1=CCCN(C)C1,-3%&-4%,-2%&9%,-4%&-4%&1%,?,-5%,-18%&-9%&-18%,-6%&-7%,-9%&-6%&3%
C[C@]12C=CC(=O)C=C1CC[C@@H]1C2CC[C@]2(C)OC(=O)CCC12 (some centres undefined),1%[39.9 µM],.,0%,?,.,-3%,.,i
CCC[N+]12CCC(CC1)C(C(O)(c1ccccc1)c1ccccc1)C2 (centres undefined),.,.,.,.,1%,0%,5%,-2%
ClC1=CCC2CN(CCN3CCCCC3)CC2C1 (centres undefined),3%,-35%[inhibitor],5%,6%,-2%,-5%,2%,-13%
Cc1cc(N2CCN(C(=O)c3ccco3)CC2)n2ncnc2n1,1%,7%,-12%,6%,?,-4%,7%,-16%
CC(N)c1cccc(Cl)c1Cl (centres undefined),-2%,27%,?,4%,.,-1%,7%,-7%
COc1cc2c(c(OC)c1OC)-c1ccc(O)c(=O)cc1C(NC(C)=O)CC2 (centres undefined),-3%,-17%,-6%,?,.,-3%,?,-3%
COc1ccc(C2SCC(=O)Nc3c2c(C)nn3C2CCOC(C)(C)C2)cc1OC (centres undefined),1%,0%,?,6%,.,?,-12%,12%
Cn1c(O)c(/C=N/c2ncccn2)c(=O)n(C)c1=O,-5%,14%,?,8%,.,?,-5%,i
CCCCn1c(O)c(C=NC2CC3CCC2(C)C3(C)C)c(=O)[nH]c1=O (centres undefined),3%,4%,-5%,?,12%,-18%,3%,-16%
CC(=O)N1CC2CC(C1)c1cccc(=O)n1C2 (centres undefined),-3%,.,-1%,.,.,-3%,9%,2%
CCOC(=O)CSc1nn(-c2ccccc2)c(=S)s1,1%,-3%,?,.,.,-11%,1%,-20%
CN1CCN(Cc2ccccc2C(F)(F)F)CC1,-4%,0%,3%,-6%,-10%,1%,1%,-9%

# A different layout for some results above.
# Each structure is followed by: Luc counter	SMN2 splice enh	ALDH1A1 block	Lamin A splicing	L3MBTL1 block	Tau ThT inhib	JMJD2E inh	RECQ1 inh
> CC(N)c1cccc(Cl)c1Cl (centres undefined)
→ -2%	27%	?	4%	.	-1%	7%	-7%
> COc1cc2c(c(OC)c1OC)-c1ccc(O)c(=O)cc1C(NC(C)=O)CC2 (centres undefined)
→ -3%	-17%	-6%	?	.	-3%	?	-3%

# Further structures.
SMILES,Luc counter,SMN2 splice enh,ALDH1A1 block,Lamin A splicing,L3MBTL1 block,Tau ThT inhib,JMJD2E inh,RECQ1 inh
COc1ccc(C(CN(C)C)C2(O)CCCCC2)cc1 (centres undefined),-2%,-6%,2%,?,.,6%,8%,-8%
CC(NC1=NCCS1)c1ccccc1 (centres undefined),2%,0%,3%,?,-1%,-3%,1%,i
CN(C)C(=O)Oc1ccc(-c2cn3cc(Cl)ccc3n2)cc1,14µM*,8.9µM*,?,20%,5%,?,?,-1%
Cc1cc(C)c(NC2=NCCCS2)c(C)c1,-6%,-31%[inhibitor],-4%,-10%,-10%,2%,-6%,2%
O=[N+]([O-])c1ccc(NCCCN2CCOCC2)c2ncccc12,-1%,.,-8%,?,1%,?,-8%,-7%
CCCCCCOC(=O)c1ccccc1N,-3%,22%,?,11%,.,-8%,?,-4%
CC1SC2(CN3CCC2CC3)NC1=O (centres undefined),-5%,-8%,-5%,-5%,-4%,3%,3%,-2%
O=C1CN(C(=O)COC(=O)Cc2ccccc2)c2ccccc2N1,5%,-4%,2%,-17%[46 µM],0%,7%,4%,i
CCOC(=O)c1c(C)c(C(=O)N2CCC3(CC2)OCCO3)c(C)n1CC,-4%,-3%,?,-3%,1%,-3%,11%,-15%
CCC(C)N1C(=O)/C(=C\c2ccc(N3CCCCCC3)cc2)C(=O)NC1=S (centres undefined),-12%,-9%,0.13µM*,-6%,-7%,?,?,-8%
CCN1CCN(C(=O)COc2ccc3c(c2)C(=O)CC2(CCN(C(C)=O)CC2)O3)CC1,0%,9%,?,4%,.,5%,4%,i
C=CCN1C(=O)/C(=C/c2cc(C)n(-c3ccccn3)c2C)C(=O)NC1=S,2%,22%,?,4%,-6%,?,-1%,?
CN(C)c1ccc(/C=C2\CCCN=C2c2cccnc2)cc1,-11%,-18%,?,.,.,?,?,i
CCOP(=O)(OCC)c1cc(C)c(O)c(C(C)(C)C)c1,.,.,.,.,-2%,2%,7%,-3%
CCC(=NCc1ccc2c(c1)OCO2)c1c(O)n(C)c(=O)n(C)c1=O,.,.,-1%,?,-2%,4%,1%,-7%
CC(Cc1ccccc1)NC(N)=O (centres undefined),.,.,.,.,4%,-13%,-4%,i
CC(C)CN1CCN(Cc2ccc(F)cc2Cl)CC1CCO (centres undefined),.,.,.,.,-4%,10%,-2%,-4%
COc1ccc(C[C@@H]2NC[C@H](O)[C@@H]2OC(C)=O)cc1,3%[17.1 µM],-45%[inhibitor][20.6 µM],-12%[20.9 µM],?,.,.,-1%[25.5 µM],-11%[25.9 µM]
CC(=O)OC1CCC2(C)C3=C(CCC2C1(C)C)[C@]1(C)CCC(C(C)CCC=C(C)C)[C@]1(C)CC3 (some centres undefined),-8%,-14%,?,.,.,?,-11%,i
CCC1(C(=O)c2ccccc2)C2c3ccccc3OC(=O)C21C(C)=O (centres undefined),.,.,.,.,-2%,-14%,-5%,5%
Cc1ccc(NC(=O)c2snnc2C)cc1Cl,0%,-3%,-1%,.,.,-7%,2%,-4%
COC(=O)c1ccc(NC2=C(Cl)C(=O)OC2OC(=O)c2ccccc2)cc1 (centres undefined),-2%,-22%,?,.,.,?,?,-17%
OC[C@@H]1CCCN2CCCC[C@@H]12,0%,.,2%,.,.,7%,2%,-8%
CC12CN3CCN(C1)CC(C)(C3)C2=NN,.,.,.,.,-5%,-11%,-9%,-6%
COC(=O)C1C2c3ccccc3OC1(C)N=c1s/c(=C/c3cn(C)nc3C)c(=O)n12 (centres undefined),.,.,6%,-2%,-6%,-9%,0%,-16%
Cc1ccc(-n2nc(C)c(C3C(C#N)=C(N)Oc4c3c(=O)oc3ccccc43)c2Cl)cc1 (centres undefined),1%,-13%,-6%,?,-10%,-16%,8%,-19%
c1ccc2c3c([nH]c2c1)CNCC3,-1%,-25%,-9%,?,-8%,-16%,?,-15%
O=C1C2CCCN2C(c2cccs2)N1c1ccc(Cl)cc1 (centres undefined),.,.,?,?,-5%,5%,-3%,-8%
COc1cccc(C(=O)C2CCCN(Cc3ccc4nonc4c3)C2)c1 (centres undefined),-2%,.,-3%,-2%[46 µM],2%,-4%,-1%,-3%

# Compound activity (PubChem)

# The list is partial, so the mix of outcomes need not match the whole.
